# Assay outcomes (PubChem)
# TRHR PAM: allosterically enhances the human TRH receptor | P34981 | hit rate 0.66% among 360,000 | AID 493056 | TRHR cells, fluo-8 calcium fluorescence, EC20 TRH enhancement | enhancement, % at 2 µM; in the data active means enhancement above about 30%; further: 0% is about no effect
#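 TRHR-expressing cells loaded with fluo-8 calcium dye were read kinetically (ex 480/em 530) during compound addition, then stimulated with an EC20 of TRH (10 nM final). Enhancement of the Gq-mediated intracellular calcium response was scored.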
# USP1-UAF1 inh: USP1/UAF1 (human) deubiquitinase inhibition; hit rate 0.23% among 390,000; AID 743255; O94782; recombinant USP1/UAF1, Ub-Rhodamine cleavage fluorescence; Potency, µM (doses to about 57.1 µM), for the others: top-dose activity change, negative = inhibition, hits mostly inhibitors; further: potency means the concentration at half of the fitted maximal effect; on the % scale 0 is the no-effect control and ±100 the full control effect; nearly all actives have a fitted effect of over 60% in size; inactives centre near -12
#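 High-throughput fluorogenic screen: 1nM USP1/UAF1 complex, Ub-Rho substrate 150nM final, 50mM HEPES pH 7.8 with 0.5mM EDTA, 0.1 mg/ml BSA, 1mM TCEP and 0.01% Tween-20.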
# D2 ag: agonists of human D2 dopamine receptor | P14416 | hit rate 0.53% among 340,000 | AID 485358 | HEK293 T-REx D2 cells, calcium flux agonist mode | activation, % at 2 µM;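 active means activation over 3 SD above normal in the single-dose calcium agonist read, cut at about 30% in these data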; further: 0% is about no effect
# Target sequence (P14416 whole entry, looked up): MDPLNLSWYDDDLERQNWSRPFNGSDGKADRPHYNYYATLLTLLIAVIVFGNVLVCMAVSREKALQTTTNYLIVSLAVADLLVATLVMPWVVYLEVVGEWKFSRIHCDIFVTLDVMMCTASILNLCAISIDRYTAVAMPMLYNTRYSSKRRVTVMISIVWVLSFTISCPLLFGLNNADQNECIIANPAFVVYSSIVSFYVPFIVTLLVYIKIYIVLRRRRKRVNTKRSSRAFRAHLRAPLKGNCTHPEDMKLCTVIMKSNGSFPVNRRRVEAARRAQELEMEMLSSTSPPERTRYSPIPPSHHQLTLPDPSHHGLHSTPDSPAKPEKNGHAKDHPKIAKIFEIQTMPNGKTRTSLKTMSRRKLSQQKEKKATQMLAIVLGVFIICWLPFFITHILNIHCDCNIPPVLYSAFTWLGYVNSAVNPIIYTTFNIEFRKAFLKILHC
#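 HEK293 Trex D2 cells, tetracycline-induced, o/n 30 C 5% CO2; no-wash Ca dye, RT 30–90 min; 10-cycle baseline, 23 nl cpd added, kinetic Ca read 180 s; agonist hits = positive Ca response.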
# TRHR ag: activates the human TRH receptor | P34981 | TRHR cells, calcium flux fluo-8, FDSS agonist mode | activation, % at 2 µM | hit rate 0.18% among 360,000 | AID 493084; in the data active means activation above about 30%; further: 0% is about no effect
#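 Steps: seed TRHR cells overnight; add fluo-8 no-wash Ca dye, RT 30 min–1.5 h; record 10 s baseline; pin-transfer compounds; monitor fluorescence 1 cycle/s for the agonist window. Calcium increases flag candidate agonists.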
# D2 antag: D2 dopamine receptor (human) antagonism; hit rate 2% among 340,000; inhibition, % at 10 µM; P14416; HEK293 TREx D2 cells, calcium flux, dopamine EC80; in the data active means inhibition above about 30%; further: 0% is about no effect
#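 Read-out: kinetic calcium fluorescence (1 cycle/s) in inducible HEK293 T-REx D2 cells after an EC80 dopamine addition that followed 180 s compound preincubation. Loss of the dopamine response indicates antagonism.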
# TrxR1 inh: inhibitors of rat thioredoxin reductase 1; recombinant rTrxR1, NADPH fluorescence consumption, selenite substrate; Potency, µM (doses to about 114 µM), for the others: at the highest dose activity change, negative = inhibition, hits mostly inhibitors; O89049; hit rate 1% among 390,000; further: potency means the concentration at half of the fitted maximal effect; on the % scale 0 is the no-effect control and ±100 the full control effect; nearly all actives have a fitted effect of over 65% in size
# Target sequence (O89049 whole entry, looked up): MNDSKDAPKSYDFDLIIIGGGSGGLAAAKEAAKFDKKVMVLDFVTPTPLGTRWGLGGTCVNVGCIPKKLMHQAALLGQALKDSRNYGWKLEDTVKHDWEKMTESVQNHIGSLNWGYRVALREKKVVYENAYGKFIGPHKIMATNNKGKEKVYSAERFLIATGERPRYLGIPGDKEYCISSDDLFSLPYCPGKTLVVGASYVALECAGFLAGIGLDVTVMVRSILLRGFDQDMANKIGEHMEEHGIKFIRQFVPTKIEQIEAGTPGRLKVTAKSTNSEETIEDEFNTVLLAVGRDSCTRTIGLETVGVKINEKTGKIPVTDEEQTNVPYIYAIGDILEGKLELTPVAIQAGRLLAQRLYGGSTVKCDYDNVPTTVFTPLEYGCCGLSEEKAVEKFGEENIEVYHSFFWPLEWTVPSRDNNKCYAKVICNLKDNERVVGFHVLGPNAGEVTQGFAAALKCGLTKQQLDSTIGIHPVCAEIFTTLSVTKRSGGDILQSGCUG
#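 Rat TrxR1 (90 nM in the dispensed reagent) was pre-reduced with 400 uM NADPH for 5 min at room temperature, then incubated with compound for 15 min. After 400 uM selenite was added, NADPH fluorescence (Ex 340/Em 450 nm) was followed for 8 min.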
# TrxR1 substrate: is turned over as a substrate by rat TrxR1. O89049. purified TrxR1 substrate turnover, NADPH consumption readout. Potency, µM (highest dose often 114 µM), for the others: at the highest dose activity change, negative = substrate turnover. hit rate 0.01% among 390,000; further: potency means the concentration at half of the fitted maximal effect; on the % scale 0 is the no-effect control and ±100 the full control effect; nearly all actives have a fitted effect of over 50% in size
#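 Rat TrxR1, dispensed at 90 nM, was prereduced with 400 uM NADPH (final) for 5 min at ~22 deg C, then incubated with compound 15 min before 400 uM selenite. A first-read NADPH fluorescence drop versus no-compound background flagged substrates.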
# PI4K2A inh: PI4K2A (human) kinase inhibition; Q9BTU6; purified PI4K2A, ADP-Glo luminescence, 1 h; hits give low values; hit rate 0.13% among 420,000; activity change, negative = inhibition, % at 76.9 µM; in the data active means activity change below about -50%; inconclusive means mostly about -30% to -49%;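 further: -100% = wells without enzyme as full effect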
#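 ADP-Glo luminescence measured ADP generated by PI4K2A enzyme (4 ug/mL before mixing) with 1.2 mM PI substrate (pre-mix) and 300 microM ATP (pre-mix). Tris pH7.5 buffer with MgCl2, Triton X-100; 1 h reaction at ambient temperature.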
# mIDH1 inhibitor: blocks human mutant IDH1 R132H enzyme; hit rate 0.093% among 390,000; IDH1-R132H enzyme, NADPH consumption, diaphorase/resazurin fluorescence; O75874; Potency, µM (series often up to 76.6 µM), without a hit: at the highest dose activity change, negative = inhibition, hits mostly inhibitors; further: potency means the concentration at half of the fitted maximal effect; on the % scale 0 is the no-effect control and ±100 the full control effect; nearly all actives have a fitted effect of over 65% in size
#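 IDH1-R132H (0.5 ug/mL dispensed) in pH 7.5 Tris buffer was preincubated 30 min with compound, then given a substrate mix of 0.016 mM NADPH and 2 mM alpha-KG for 80 min at room temperature; remaining NADPH was read by diaphorase/resazurin fluorescence.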
# * marks the source's active call; other numbers are inactive results; u = inconclusive; x = no result given; & = joins results of further samples; [ ] = dose if it differs, or a comment. Unless noted, the call rests on the fitted dose curve; in most records, active means well fitted inhibition curve with a large enough effect; inconclusive means small, poorly fitted or top-dose-only effect; inactive means no such curve, though single readings can be large or run the other way.
1: CCOC(=O)c1sc(=NC(=O)c2ccco2)n(C)c1C
2: COc1ccc2c(c1)c(=Cc1ccc(N(C)C)cc1)c1cc(-c3ccccc3)[n+](C)n12
3: Cc1nc(-c2ccc(C(=O)N3CCOCC3)cc2)cs1
4: Cc1cc(C(=O)Nc2ccc(OCc3ccccc3)cc2)c(C)o1
5: COC(=O)NC(Nc1sc2c(c1C(N)=O)CCCC2)(C(=O)OC)C(F)(F)F (centres undefined)
6: COC(CN(C(=O)CCl)C(C(=O)NC1CCCC(C)C1C)c1ccc(C)cc1)OC (centres undefined)
7: CC1CCCCN1C(=O)C1CC(c2ccc(F)cc2)=NO1 (centres undefined)
8: CN(Cc1cccs1)C(=O)c1ccc(Cl)c(S(=O)(=O)N2CCCCCC2)c1

screen / no.,1,2,3,4,5,6,7,8
TRHR PAM,-3,x,3,-9,6,3,1,x
USP1-UAF1 inh,-5%,u,-17%,-22%,-16%,-8%,-11%,-9%
D2 ag,-0.3,x,0.0,0.3,-0.5,0.3,0.5,x
TRHR ag,-0.3,x,-0.2,-0.8,0.2,-0.7,0.2,x
D2 antag,-1,x,9,-9,2,-3,-17,x
TrxR1 inh,-5%[57.1 µM],-17%,19%,19%[57.1 µM],-50%,56µM*,11%,-13%[2.29 µM]
TrxR1 substrate,-7%,-5%,10%[57.1 µM],-2%[57.1 µM],-8%,-7%,3%,-8%[2.29 µM]
PI4K2A inh,1,u,-17,-7,-1,0,2,4
mIDH1 inhibitor,-3%,u,3%,2%,3%,-1%,2%,4%

# In a second layout: 2 of the compounds above.
entry	molecule	TRHR PAM	USP1-UAF1 inh	D2 ag	TRHR ag	D2 antag	TrxR1 inh	TrxR1 substrate	PI4K2A inh	mIDH1 inhibitor
7	CC1CCCCN1C(=O)C1CC(c2ccc(F)cc2)=NO1 (centres undefined)	1	-11%	0.5	0.2	-17	11%	3%	2	2%
8	CN(Cc1cccs1)C(=O)c1ccc(Cl)c(S(=O)(=O)N2CCCCCC2)c1	x	-9%	x	x	x	-13%[2.29 µM]	-8%[2.29 µM]	4	4%

# Next section.
9: Cc1ccc(NS(=O)(=O)c2cccc(C(=O)NNC(=O)NC3CCCCC3)c2)c(C)c1
10: OCC1OC(n2nc3ccccc3n2)C(O)C(O)C1O (centres undefined)
11: Cc1ccc(S(=O)(=O)ON2C(=O)c3cccc4cccc(c34)C2=O)cc1
12: O=C(O)Cn1cc2c(n1)CCCCC2
13: COc1ccc(N2CN=C3SCC(=O)N3C2)cc1
14: O=C(CN1CCN(Cc2ccccc2)CC1)Nc1cccc(Cl)c1
15: Cc1cc(C)cc(-n2ncc3c2CCCC3NC(=O)CCN2Cc3ccccc3C2=O)c1 (centres undefined)
16: Cc1c(Cl)cccc1NC(=O)c1cc(-c2ccccc2O)n[nH]1

screen / no.,9,10,11,12,13,14,15,16
TRHR PAM,-4,1,24,9,-3,-9,-1,-4
USP1-UAF1 inh,-11%,-16%,-22%,-1%,-11%,-7%,1%,-6%
D2 ag,0.6,0.3,-0.2,0.7,-0.3,0.1,-0.6,0.3
TRHR ag,-0.1,0.6,-0.9,0.8,0.0,0.9,-0.1,0.9
D2 antag,-1,3,-7,-14,-1,10,-8,-19
TrxR1 inh,-12%,16%,141%[activator],16%,u,14%[57.1 µM],-1%,-1%
TrxR1 substrate,-5%,2%,73%[activator],1%,3%,-9%,-2%,-6%
PI4K2A inh,-1,4,-5,9,-19,2,3,7
mIDH1 inhibitor,2%,1%,4%,7%,8%,0%,-2%,1%

17: Cc1cc(C)n2nc(SCc3cc(=O)oc4ccc5ccccc5c34)nc2n1
18: Cc1ccc(NC(=S)N(CCN(C)C)C(C)c2ccco2)c(C)c1 (centres undefined)
19: Cc1nonc1CN(C)C(=O)c1ccc(OC2CCN(Cc3ccccn3)CC2)cc1
20: CC1=C(C(N)=O)C(c2ccc(F)cc2)n2nc(CCCO)nc2N1 (centres undefined)
21: Cc1c(C(=O)N(Cc2ccccc2)Cc2cccs2)cnn1-c1ccc(Cl)cc1
22: O=C(CSc1ncc2c(n1)-c1cc(Cl)ccc1N(Cc1ccccc1)S2(=O)=O)Nc1ccc(F)cc1F
23: O=C(c1cc(COc2ccc(F)cc2Cl)on1)N1C[C@H]2CC[C@H]1C2
24: O=C1NCCCC1C(=O)N/N=C/c1cccc(O)c1 (centres undefined)

screen / no.,17,18,19,20,21,22,23,24
TRHR PAM,1,-6,-5,1,-6,6,8,0
USP1-UAF1 inh,-24%,-13%,-17%,-11%,u,-5%,-3%,-22%
D2 ag,-0.3,-0.3,0.5,-0.6,0.2,x,0.5,0.0
TRHR ag,0.0,-0.2,0.7,-0.6,-1.5,1.2,0.7,0.3
D2 antag,-11,4,22,4,17,x,-6,-7
TrxR1 inh,1%[57.1 µM],-3%,8%,-10%,4%,7%[57.1 µM],13%,18%
TrxR1 substrate,9%,-7%,11%,-6%,-4%[57.1 µM],4%[57.1 µM],-2%,1%
PI4K2A inh,-2,5,9,-3,-3,0,2,-6
mIDH1 inhibitor,5%,-10%,2%,-7%,-6%,0%,2%,6%

# From compound 17 as far as 18, copied from above:
17: Cc1cc(C)n2nc(SCc3cc(=O)oc4ccc5ccccc5c34)nc2n1
18: Cc1ccc(NC(=S)N(CCN(C)C)C(C)c2ccco2)c(C)c1 (centres undefined)

screen / no.,17,18
TRHR PAM,1,-6
USP1-UAF1 inh,-24%,-13%
D2 ag,-0.3,-0.3
TRHR ag,0.0,-0.2
D2 antag,-11,4
TrxR1 inh,1%[57.1 µM],-3%
TrxR1 substrate,9%,-7%
PI4K2A inh,-2,5
mIDH1 inhibitor,5%,-10%

# Further structures:
25: COc1ccc(N(C)S(=O)(=O)c2cccc(C(=O)N3CCN(c4ccccc4)CC3)c2)cc1
26: CCCCn1c(N)c(N(CC(C)C)C(=O)c2cccs2)c(=O)[nH]c1=O
27: O=C(CN1CCN(C/C=C/c2ccccc2)CC1)NCc1ccccc1
28: CC(CNC(=O)c1cccc(Br)c1)n1cncn1 (centres undefined)
29: CCOc1ccccc1NC(=O)Cn1c(=O)n(-c2ccc(OC)cc2OC)c(=O)c2c(C)c(C(=O)N(CC)CC)sc21
30: COc1cccc(-n2c(SCC(=O)N3CCCCC3)nc3c([nH]c4ccccc43)c2=O)c1
31: Cc1ccc(OCC(=O)N/N=C/C=C/c2ccco2)c(Br)c1
32: COc1ccc(C(CC(=O)O)NS(=O)(=O)c2ccc(C)cc2)cc1OC (centres undefined)

screen / no.,25,26,27,28,29,30,31,32
TRHR PAM,-6,7,3,0,0,7&-3,2,-1
USP1-UAF1 inh,-19%,-9%,-14%,-24%,-12%,-9%&-15%,-10%,-10%
D2 ag,17,0.5,-0.1,1.4,-0.2,0.3,-1.0,x
TRHR ag,-0.1,0.2,-0.2,0.1,-0.2,0.3&-0.4,0.0,0.2
D2 antag,28,-1,16,3,11,-15,-7,x
TrxR1 inh,1%,5%,22%,19%,21%[57.1 µM],26%,u,13%[57.1 µM]
TrxR1 substrate,-5%,-6%,8%,8%,4%[57.1 µM],4%,-12%,5%[57.1 µM]
PI4K2A inh,-1,-1,-4,1,7,0&-1,-16,5
mIDH1 inhibitor,1%,4%,-3%,-3%,-2%,15%&2%,-2%,4%

33: Cc1cc(Sc2ccc([N+](=O)[O-])cn2)ccc1Br
34: Cc1ccc(/C=C/C(=O)NC(=S)N2CCN(c3ccc(F)cc3)CC2)cc1
35: COc1ccc2c(c1)c(C(=O)CNc1nc(C)cs1)c(C)n2C
36: Cc1cc(C)c(NC(=O)C(C)n2nnc3sc4c(c3c2=O)CCCC4)c(C)c1 (centres undefined)
37: CCOC(=O)c1c(C)[nH]c(C)c1S(=O)(=O)NCC(=O)N(C)c1ccc(C)c(C)c1
38: CC1=NN(c2ccccc2)C(=O)C1C(=O)c1ccc(Cl)cc1 (centres undefined)
39: CCOC(=O)N1CCN(CC(=O)c2ccc(O)cc2O)CC1
40: c1ccc(-c2ccc(CN3C[C@@H]4C(c5ccccc5)C5(c6ccccc6)CC4(C5)[C@H]3c3ccccc3)cc2)cc1 (some centres undefined)

screen / no.,33,34,35,36,37,38,39,40
TRHR PAM,x,-3,3,-1,-4,x,8,-4
USP1-UAF1 inh,-13%,-12%,-20%,-11%,-27%,-20%,-20%,-12%
D2 ag,x,0.9,5.1,x,-0.3,x,0.6,-0.1
TRHR ag,x,0.1,-1.2,0.9,-0.2,x,-0.2,-0.5
D2 antag,x,-1,-4,x,x,x,-7,23
TrxR1 inh,12%[57.1 µM],2%,13%,18%,13%[57.1 µM],25%,2%,-5%
TrxR1 substrate,6%[57.1 µM],-5%,15%,0%,7%[57.1 µM],7%,-8%,4%
PI4K2A inh,3,-10,9,3,4,-11,-6,-2
mIDH1 inhibitor,6%,1%,7%,x,9%,7%,-1%,2%[38.3 µM]

41: CN(C)c1ccc(/C=C(\NC(=O)c2ccccc2)C(=O)NCCCn2ccnc2)cc1
42: CCOC(=O)c1cn(CC)c2cc(N3CCCCC3)c(F)cc2c1=O
43: CCOC(=O)N1CCN(C(=O)CSCC(=O)N=c2sc3ccccc3n2C)CC1
44: CCOc1ccc(CNCCSc2nnnn2C)cc1OC
45: Cc1ccc(NC(=O)COC(=O)Cc2ccc(Br)cc2)cc1S(=O)(=O)N1CCOCC1
46: Clc1nnc2ccc(-c3ccccc3)nn12

screen / no.,41,42,43,44,45,46
TRHR PAM,-8,x,4,0,x,-1
USP1-UAF1 inh,-18%,-13%,-6%,-18%,-16%,-6%
D2 ag,-0.1,x,0.8,0.7,x,0.3
TRHR ag,0.8,x,-0.2,0.6,x,-0.6
D2 antag,-4,x,3,x,x,-1
TrxR1 inh,-10%,-15%,5%[57.1 µM],9%,-5%,12%
TrxR1 substrate,-11%,7%,-9%,6%[11.4 µM],-17%,29%
PI4K2A inh,5,-11,-3,-1,-3,-10
mIDH1 inhibitor,0%,4%,1%,2%,-6%,-4%
